# PrPC surface inh: inhibitors of human cell surface prion protein PrPC, primary screen, cell-based, TR-FRET; inhibition, % at 13.8 µM; AID 720596, 2013; TR-FRET read-out; 0.43% of 370,000 active; Major prion protein (Homo sapiens), P04156; in the data active = inhibition above about 24%; note: 0% = median of the test wells and 100% = reference compound wells
# 3CLpro inhibitor: SARS-CoV 3CLpro protease inhibitors, primary screen, biochemical, quenched FRET. Replicase polyprotein 1ab (Severe acute respiratory syndrome coronavirus), P0C6X7. recombinant SARS-CoV 3CLpro, quenched FRET peptide cleavage. inhibition, % at 6 µM. 0.14% of 290,000 active. AID 1706, 2009; in the data active = inhibition above about 12%
# BH1578 lux ind: inducers of Vibrio cholerae quorum light production without autoinducers, primary screen, BH1578 luxS cqsA deficient, single point; V. cholerae BH1578 lux reporter, luminescence, 6 h; activation, % at 18.7 µM; 0.16% of 350,000 active; in the data active = activation mostly above about 9.7%, no sharp cut-off; note: not every result past the cut was called active; inactives centre near 0; reference of the scale not given here
# BoNT-A LC inh2: BoNT/A light chain protease inhibitors, primary screen, biochemical, flow cytometry, MLPCN library; AID 588499, 2011; 0.17% of 360,000 active; multiplex microsphere protease substrate cleavage; inhibition, % at 10 µM; Botulinum neurotoxin type A light chain protease (Clostridium botulinum A str. ATCC 3502); note: plate controls were buffer without enzyme for full effect and enzyme alone for no effect
# PfHsp40 rescue: rescue of yeast from PfHsp40 toxicity, primary screen, S. cerevisiae, ATP luminescence; S. cerevisiae expressing PfHsp40, growth rescue; growth rescue, % at 12.5 µM; 0.68% of 340,000 active; in the data active = growth rescue above about 28%, passing the limit was not always enough;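 note: yeast W303a lacking pdr1 and pdr3 grown in galactose medium; growth measured after three days at 30 °C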
# Yp Topo-I inh: Yersinia pestis topoisomerase I inhibitors, primary screen, biochemical, cleavage product accumulation, plate reader, single point; DNA topoisomerase I (Yersinia pestis CO92); Y. pestis Topo-I cleavage product accumulation; activity, % at 10 µM; 0.064% of 360,000 active; in the data active = activity above about 50%, passing the limit was not always enough; note: inactives centre near 2
# TcdB GH inh: TcdB glycohydrolase inhibitors, primary screen, biochemical, single point, plate reader; 0.24% of 350,000 active; inhibition, % at 9.99 µM; Toxin B (Clostridioides difficile), P18177; TcdB glycohydrolase enzymatic assay; in the data active = inhibition above about 10%
# SSB-PriA inh: inhibitors of Klebsiella pneumoniae PriA binding to SSB C-terminal tail, primary screen, biochemical, AlphaScreen | PriA–SSB C-terminal tail interaction (Klebsiella pneumoniae) | AlphaScreen SSBct-PriA binding, biotinylated peptide | inhibition, % at 33 µM | 0.6% of 430,000 active; in the data active = inhibition mostly above about 37%, no sharp cut-off; inactive = mostly below about 20%;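 note: plate controls were negative control peptide for no effect and reference peptide for full effect; strong numbers were not always called active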
# Anthrax LF inh2: Bacillus anthracis LF protease inhibitors, primary screen, biochemical, multiplex microsphere, MLPCN library; Lethal factor (Bacillus anthracis), P15917; multiplex microsphere protease cleavage assay; inhibition, % at 10 µM; 0.12% of 360,000 active; AID 588501, 2011; note: plate controls were buffer without enzyme for full effect and enzyme alone for no effect
# Target sequence (P15917 whole entry, looked up): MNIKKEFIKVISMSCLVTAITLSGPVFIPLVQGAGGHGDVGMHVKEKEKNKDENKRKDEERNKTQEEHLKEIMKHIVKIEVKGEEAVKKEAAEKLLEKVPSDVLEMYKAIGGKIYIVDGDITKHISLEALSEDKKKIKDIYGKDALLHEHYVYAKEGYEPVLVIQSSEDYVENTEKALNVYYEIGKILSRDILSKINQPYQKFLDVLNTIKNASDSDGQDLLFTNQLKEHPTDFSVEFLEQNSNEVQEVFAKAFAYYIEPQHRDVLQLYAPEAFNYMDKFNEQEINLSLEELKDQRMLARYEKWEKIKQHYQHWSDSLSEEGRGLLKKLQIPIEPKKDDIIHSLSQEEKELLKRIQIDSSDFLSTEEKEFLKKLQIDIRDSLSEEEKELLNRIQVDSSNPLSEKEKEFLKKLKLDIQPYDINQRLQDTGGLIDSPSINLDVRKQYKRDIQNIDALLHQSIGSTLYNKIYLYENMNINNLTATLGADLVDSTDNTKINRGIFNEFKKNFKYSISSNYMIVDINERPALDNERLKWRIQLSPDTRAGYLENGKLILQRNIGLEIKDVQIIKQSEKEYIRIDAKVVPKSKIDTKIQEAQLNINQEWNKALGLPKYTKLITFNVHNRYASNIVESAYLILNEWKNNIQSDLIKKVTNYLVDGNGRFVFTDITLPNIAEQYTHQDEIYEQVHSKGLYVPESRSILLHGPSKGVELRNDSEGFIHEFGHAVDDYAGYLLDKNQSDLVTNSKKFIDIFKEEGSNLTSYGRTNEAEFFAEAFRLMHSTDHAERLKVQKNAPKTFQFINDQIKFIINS
# Starred values were filed as active, the others as inactive; i = inactive; · = not tested or not shown; & = joins results of further samples. Cut-off read from the data, not from the text of the source, unless noted: active = inhibition above about 30%; inconclusive = no clear call, values can overlap the other calls; inactive = below that. An excerpt; rates above refer to the full screens.
1	O=C(Nc1ccc(Cc2ccncc2)cc1)c1ccco1
2	O=C(O)C1Nc2c(Cl)cc(Cl)cc2C2C=CCC12 (stereo not given)
3	CC(C)N(C(=O)[C@H]1CC(CC(=O)NCc2cccc(C(F)(F)F)c2)C(=O)N2CCc3c([nH]c4ccccc34)[C@]12C)C(C)C (stereo not given in full)
4	O=C(CSc1nnc(-c2cccnc2)n1-c1ccccc1)Nc1ccccc1
5	CCC(C)[C@H](NC(=O)Nc1cccc(Cl)c1)C(=O)O (stereo not given in full)
6	CC(C)OC(=O)c1ccc(NC(=O)C2C3CC4OC(=O)C2C4C3)cc1 (stereo not given)
7	CN(C)S(=O)(=O)c1ccc(NC(=O)COC(=O)C2CC3CCCC(C2)C3=O)cc1 (stereo not given)
8	COc1cc(/C=C/C(=O)OCC(=O)NC2CC2)cc(S(=O)(=O)N2CCc3ccccc32)c1OC

compound no.	1	2	3	4	5	6	7	8
BoNT-A LC inh2	0.6	-5.6	-0.6	-1.9	-0.1	-0.6	-1.0	0.3
PfHsp40 rescue	0.8	-0.7	0.8	-0.7	0.9	1.1	1.7	0.1
SSB-PriA inh	-13	7	-2	2	1	4	3	-5
BH1578 lux ind	0.5	-0.2	-1.9	1.4	i	-0.3	-1.6	-0.4
TcdB GH inh	·	·	0.8	·	·	·	2.3	2.3
PrPC surface inh	2	·	1	3	3	3	3	6
Anthrax LF inh2	1	-3	-3	-7	1	-2	-2	-3
Yp Topo-I inh	-8	-16	22	5	-4	8	5	34
3CLpro inhibitor	4	-3	·	1	-3	-2	-1	-1

9	Cc1cc(NC(=O)c2cccc(COc3ccc(Br)cc3)c2)no1
10	N#Cc1nc(Cc2ccccc2)oc1N1CCN(c2ccccc2)CC1
11	Cc1ccc(C)c(NC(=O)CSc2nnc([C@@H](N)Cc3ccccc3)o2)c1
12	O=C(CSc1nnc(CNC(=O)c2c(F)cccc2Cl)o1)Nc1ccc2c(c1)OCO2
13	O=C(CP(=O)(c1ccccc1)c1ccccc1)N1CCOCC1
14	COc1ccc(NC(=O)CSc2nc3scc(C)c3c(=O)[nH]2)cc1
15	CCOC(=O)CC1CCCCN1C(=O)c1ccc2oc(CCc3ccccc3)nc2c1 (stereo not given)
16	CCc1ccc(OCc2ccc(C(=O)O)o2)cc1

compound no.	9	10	11	12	13	14	15	16
BoNT-A LC inh2	-0.1	0.2	-3.4	0.5	-0.4	1.4	0.8	-1.0
PfHsp40 rescue	1.1	4.1	0.7	1.5	1.5	0.5	0.2	-0.6
SSB-PriA inh	-24	45*	8	8	-18	7	-12	-10
BH1578 lux ind	-0.3	i	-12	-0.4	0.0	·	-0.4	-0.4
TcdB GH inh	-0.7	1.2	·	1.2	-0.2	0.1	2.2	-1.1
PrPC surface inh	5	-5	0	2	-7	0	-8	3
Anthrax LF inh2	4	-4	-4	-4	-1	0	-1	-20
Yp Topo-I inh	10	26	2	2	-15	-2	15	7
3CLpro inhibitor	-7	0	-2	2	0	-2	-6	-3

17	COC(=O)C1=C(c2c(C)noc2C)C[C@@H]2CC[C@H]1N2C(=O)NCc1ccc(F)cc1
18	CCOC(=O)c1c(S(=O)(=O)N2CCc3ccccc32)c(C)n(C)c1C
19	Cc1[nH]n2c(=O)c(C#N)c(-c3ccccc3)nc2c1-c1ccccc1
20	CCCCN(CCCC)S(=O)(=O)c1ccc(NC(=O)CN2CCOCC2)cc1
21	O=C(Cn1cnc2c(nnn2Cc2ccccc2)c1=O)NCC1CCCO1 (stereo not given)
22	COc1cc(Cl)c(C)cc1NC(=O)CN1CCN(C(=O)c2cccs2)CC1
23	Cc1sc2ncn3c(C)nnc3c2c1C
24	O=C(NCC1CC1)Nc1ccccc1

compound no.	17	18	19	20	21	22	23	24
BoNT-A LC inh2	-0.4	-0.2	0.0	4.6	-0.8	0.1	0.3	0.4
PfHsp40 rescue	-1.6	0.2	-1.2	-1.1	-1.8	·	1.3	-1.5
SSB-PriA inh	1	9	-21	1	-5	·	10	0
BH1578 lux ind	-0.7	-2.9	-1.8	-0.2	1.5	i	i	i
TcdB GH inh	0.3	2.2	·	0.7	-0.1	0.5	·	1.6
PrPC surface inh	-6	-6	3	·	3	1	-9	4
Anthrax LF inh2	-2	-1	-1	1	-1	-1	2	0
Yp Topo-I inh	14	7	1	26	2	9	1	-9
3CLpro inhibitor	·	-3	-1	-1	5	·	6	0

25	CCn1c(SCC(=O)Nc2cc(Cl)ccc2OC)nnc1C1CC1
26	Fc1ccc(-c2nnc(N3CCOCC3)c3ccccc23)cc1F
27	O=C1CCC(C(=O)NC2(C(=O)NC3CCCCC3)CCCCC2)N1 (stereo not given)
28	CCN(CC)S(=O)(=O)c1ccc(NC(=O)COC(=O)c2cc(S(=O)(=O)Nc3ccc(OC)cc3)ccc2O)cc1
29	CCOc1ccc(CCNC(=O)c2cc(-c3ccccc3)c(N3CCOCC3)s2)cc1OCC
30	O=C(O)C1CCCCC1C(=O)Nc1ccc(Cl)cc1Cl (stereo not given)
31	CC1CCc2nc3ccc(S(=O)(=O)N4CCC(C(=O)NC(C)c5ccccc5)CC4)cc3c(C(=O)O)c2C1 (stereo not given)
32	Cc1cc(C(=O)N/N=C/c2cn[nH]c2-c2ccccc2)cs1

compound no.	25	26	27	28	29	30	31	32
BoNT-A LC inh2	-0.6	0.4	0.1	-0.2	1.1	0.1	0.5	0.0
PfHsp40 rescue	0.9	-0.2	2.5	-0.6	-0.7	-0.7	0.2	-0.5
SSB-PriA inh	-8	-17	-15	-6	1	-9	-7	·
BH1578 lux ind	-0.3	-0.1	-0.3	-1.7	i	-12	i	-0.3
TcdB GH inh	2.8	3.7	·	1.3	-0.7	0.8	-2.3	0.6
PrPC surface inh	-3	-7	0	7	-4	-1	-3	2
Anthrax LF inh2	4	-6	-5	-2	-4	-6	-3	3
Yp Topo-I inh	4	-3	-2	-3	24	1	5	1
3CLpro inhibitor	-2	1	0	0	8	3	4	-4

33	COc1ccc(S(=O)(=O)N(C(=O)c2ccncc2)c2ccc(OC(=O)c3ccncc3)cc2)cc1
34	Cc1ccc(/C=N/n2c(C)nnc2C)o1
35	S=C(c1ccc(-c2ccc(Cl)cc2Cl)o1)N1CCCCC1
36	COc1ccc(C(C)=O)cc1CSC(=N)N
37	O=S1(=O)CC(N2CCN(CCO)CC2)CN1Cc1ccccc1 (stereo not given)
38	Cc1noc(C)c1COc1ccccc1C(=O)N(C)Cc1ccc(C(C)(C)C)cc1
39	COc1cc(OC)cc(C(=O)NNc2nc3cc4c(cc3s2)OCO4)c1
40	CCOC(=O)c1cc2nc(-c3ccccc3)cc(C)n2n1

compound no.	33	34	35	36	37	38	39	40
BoNT-A LC inh2	-0.5	0.1	0.3	0.5	0.0	-0.5	-0.7	0.5
PfHsp40 rescue	515*	0.1	1.9	0.1	·	1.1	1.1	1.6
SSB-PriA inh	-8	·	15	5	·	-2	13	-30
BH1578 lux ind	-0.2	0.8	2.9	1.9	·	-2.9	-0.4	i
TcdB GH inh	-0.6	1.1	·	0.3	0.8	0.7	3.7	1.1
PrPC surface inh	6	1	6	-1	5	9	0	-13
Anthrax LF inh2	2	0	-1	2	-3	-4	-2	0
Yp Topo-I inh	-9	-6	14	2	·	30	9	-7
3CLpro inhibitor	6	0	1	1	·	·	6	-4

41	CC1(C(=O)Nc2cccc(C(F)(F)F)c2)Cc2c(-c3ccccc3)ccnc2O1 (stereo not given)
42	Cc1cc(=O)[nH]c(=O)n1Cc1ccccc1
43	COC(=O)CC1=Nc2ccccc2NC(=O)C1
44	COCC(C)n1c(SCC(=O)NCCC2=CCCCC2)nc2ccccc2c1=O (stereo not given)
45	O=C(Cc1ccc(O)cc1)N/N=C/c1cccnc1
46	Cc1ccc(-c2cc(-c3ccc(F)cc3)n[nH]2)c(O)c1
47	Clc1ccc(-c2nc3ccncc3[nH]2)cc1
48	CC(C)[C@H](NC(=O)Nc1ccc2c(c1)OCCO2)C(=O)O

compound no.	41	42	43	44	45	46	47	48
BoNT-A LC inh2	-0.2	-0.3	0.2	0.1	-1.0	-0.4	0.9	-0.6
PfHsp40 rescue	·	-2.7	0.2	-0.6	-1.2	180*	-3.0	-1.0
SSB-PriA inh	·	-9	-15	-13	·	-26	-10	-20
BH1578 lux ind	-0.4	i	-0.3	i	i	i	-0.3	-0.7
TcdB GH inh	0.2	1.1	·	·	2.7	1.4	·	-0.2
PrPC surface inh	-5	3	-6	8	-1	5	1	7
Anthrax LF inh2	-5	2	0	-3	1	-28	1	-2
Yp Topo-I inh	15	0	0	-6	-2	-5	-4	3
3CLpro inhibitor	·	3	-1	2	-2	4	-2	1

49	O=C(CCN1C(=O)/C(=C/c2ccccc2F)SC1=S)Nc1cccnc1
50	O=C(CNC(=O)c1cccc(Br)c1)NCCc1nc2ccccc2[nH]1
51	Cc1ccc(OCC(=O)O/N=C(\N)c2cccnc2)cc1
52	Cc1ccc(C2C(C#N)=C(N)Oc3cc(C)oc(=O)c32)o1 (stereo not given)
53	COc1ccc(CCN2C(=O)CC(NC34CC5CC(CC(C5)C3)C4)C2=O)cc1OC (stereo not given)
54	COc1ccc(OCc2cc(C(=O)NC3CCOCC3)no2)c2ccccc12
55	O=C(O)c1cccc(-c2csc(C(O)c3ccc(F)c(F)c3)n2)c1 (stereo not given)
56	COc1ccc(NCC(=O)Nc2cc(S(=O)(=O)N3CCOCC3)ccc2N2CCOCC2)c(OC)c1
57	CN1CCN(C(=O)CC2(CC(=O)O)CCCC2)CC1

compound no.	49	50	51	52	53	54	55	56	57
BoNT-A LC inh2	0.9	-2.4	-0.1	0.0	-1.0	-0.3	-0.3	-0.3	-0.6
PfHsp40 rescue	-0.3	0.8	-1.1	-1.3	0.0	10	·	-0.4	-1.2
SSB-PriA inh	-1	-1	i	2	-2&-10	6	·	1	1
BH1578 lux ind	i	i	0.1	2.1	-0.4	-4.2	i	-0.2	-0.3
TcdB GH inh	0.0	·	0.8	1.3	0.2	0.0	-0.6	1.1	0.9
PrPC surface inh	-4	2	4	-4	-1	2	-2	25*	5
Anthrax LF inh2	3	-4	-5	1	1	-1	0	-5	-6
Yp Topo-I inh	-7	3	4	-3	32	11	2	13	-1
3CLpro inhibitor	-1	7	-4	2	-1	2	·	1	0

# Screens deposited in PubChem by several laboratories.
